High-throughput results (PubChem BioAssay)
Calb biofilm kill – clotrimazole potentiators killing Candida biofilms, primary screen, with clotrimazole, Alamar Blue. inhibition, % at 6 µM. C. albicans biofilm + clotrimazole. 0.14% of 85,000 active. AID 834, 2007;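 active means inhibition above 20%; inactive means inhibition below 20%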;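 further: preformed 24 hr biofilms exposed to compound for 48 hr; 0% = biofilm without compound and 100% = blank killed by clotrimazole plus chlorhexidine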
Smad3 inh – Smad3/FoxH1 peptide binding inhibitors, primary screen, biochemical, TR-FRET | AID 630, 2007 | Mothers against decapentaplegic homolog 3 (Homo sapiens), P84022 | 0.29% of 88,000 active | inhibition, % at 25 µM | TR-FRET Smad3/Dy647-FoxH1 peptide binding, europium anti-His;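 active means compounds that reduce the energy-transfer binding signal between the protein and its labelled peptide by more than half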;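 further: 0% = Smad3 plus labelled peptide maximal FRET and 100% = peptide-only background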
Target sequence (P84022 whole entry, looked up): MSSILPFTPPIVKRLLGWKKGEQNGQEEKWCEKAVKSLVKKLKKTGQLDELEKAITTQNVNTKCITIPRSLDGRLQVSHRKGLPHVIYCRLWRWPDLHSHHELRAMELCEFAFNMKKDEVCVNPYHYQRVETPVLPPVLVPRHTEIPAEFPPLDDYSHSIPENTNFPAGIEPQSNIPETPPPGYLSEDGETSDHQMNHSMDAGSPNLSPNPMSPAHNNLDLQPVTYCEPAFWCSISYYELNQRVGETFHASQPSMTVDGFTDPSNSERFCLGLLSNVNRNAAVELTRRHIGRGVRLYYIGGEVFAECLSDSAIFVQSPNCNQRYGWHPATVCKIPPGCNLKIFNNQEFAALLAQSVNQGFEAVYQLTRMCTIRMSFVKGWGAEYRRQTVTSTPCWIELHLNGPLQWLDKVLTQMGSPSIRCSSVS
H69AR growth 86K – proliferation blockers of H69AR lung cancer cells, primary screen, cell-based, human, 86K library | H69AR lung tumor viability, ATP luminescence, 72 h; hits give low values | 6% of 85,000 active | viability, % at 10 µM | AID 598, 2007;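 active means viability at or below 40%; inactive means viability above 40%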;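 further: multidrug resistant small cell line overexpressing MRP-1 efflux transporter; 100% = mean luminescence of untreated control wells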
ERb coact inh – inhibitors of ERβ-SRC1 coactivator interaction, primary screen, biochemical, TR-FRET, ERβ LBD, SRC-1 peptide | AID 633, 2007 | 1.3% of 86,000 active | Estrogen receptor beta (Homo sapiens), Q92731 | TR-FRET ER-beta LBD / SRC1-Cy5 peptide binding; receptor agonist-loaded with 1 µM estradiol | inhibition, % at 25.6 µM;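 active means compounds whose percent inhibition of the receptor-coactivator binding signal exceeds about 50% in the single-dose screen, limit read from the data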;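 further: 0% = receptor plus peptide wells without compound and 100% = peptide-only wells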
HUVEC inhibit – inhibitors of HUVEC proliferation, primary screen, cell-based, 384-well; 1.1% of 86,000 active; viability, % at 10 µM (by protocol); CellTiter-Glo luminescence, 72 h; hits give low values;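 active means viability at or below 30%; inactive means viability above 30%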;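 further: 100% = median luminescence of DMSO-only cell control wells on each plate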
ERa SRC1 inh – ERα–SRC-1 coactivator interaction inhibitors, primary screen, biochemical, TR-FRET, ERα LBD, estradiol-bound. Estrogen receptor (Homo sapiens), P03372. TR-FRET ER-alpha LBD / SRC-1 peptide. inhibition, % at 25.6 µM. 1.7% of 86,000 active; in the data active means inhibition above about 50%;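 further: 0% = receptor plus peptide control and 100% = peptide only without receptor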
Target sequence (P03372 whole entry, looked up, the tested form may be a part): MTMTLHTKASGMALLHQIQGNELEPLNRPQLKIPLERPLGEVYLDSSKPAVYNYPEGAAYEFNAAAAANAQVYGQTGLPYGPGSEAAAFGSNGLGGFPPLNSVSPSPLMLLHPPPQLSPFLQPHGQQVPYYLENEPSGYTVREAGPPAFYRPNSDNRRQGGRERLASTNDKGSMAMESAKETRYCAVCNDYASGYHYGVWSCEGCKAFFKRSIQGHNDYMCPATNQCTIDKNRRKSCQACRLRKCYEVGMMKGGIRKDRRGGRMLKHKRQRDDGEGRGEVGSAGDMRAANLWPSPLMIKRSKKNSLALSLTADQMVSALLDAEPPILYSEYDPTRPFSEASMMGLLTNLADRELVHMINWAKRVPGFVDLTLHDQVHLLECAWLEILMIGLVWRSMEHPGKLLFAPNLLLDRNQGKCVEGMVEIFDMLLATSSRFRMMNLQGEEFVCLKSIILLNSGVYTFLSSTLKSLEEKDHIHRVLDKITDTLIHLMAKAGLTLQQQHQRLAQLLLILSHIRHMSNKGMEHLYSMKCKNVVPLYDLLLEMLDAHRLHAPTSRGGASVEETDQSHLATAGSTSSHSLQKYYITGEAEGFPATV
ERa coact pot – enhancers of ERα–SRC-1 coactivator binding, primary screen, biochemical, TR-FRET, ERα LBD, low estradiol. TR-FRET ERalpha-LBD/SRC-Cy5 coactivator binding, 2 h; 100 = basal binding, no effect. coactivator binding (% of control), % at 25.6 µM. 1.3% of 86,000 active; in the data active means activity above about 200%;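 further: binding measured in presence of low estradiol as agonist stimulus; 0% = peptide alone without receptor and 100% = receptor with peptide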
Lung fibro prol – antiproliferative effect on LL 47 fibroblasts – human, LL 47 cells, CellTiter-Glo luminescence, primary screen. LL 47 human lung fibroblast viability, ATP luminescence; hits give low values. viability, % at 10 µM. 1.1% of 85,000 active;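 active means viability at or below 50% in the single dose screen; inactive means viability above 50%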;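 further: compound exposure lasted 72 h before the ATP readout; 100% = median luminescence of untreated cell-only wells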
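Material: Human LL 47 lung fibroblast cells | Input: 1,150 cells/well | Buffer or medium: IMEM plus 15% FBS | Compound dosing: 0.1% DMSO in all compound wells | Times: Overnight cell rest, 72 h compound treatment at 37 °C | Signal: CellTiter-Glo luminescence measuring cellular ATP | Measure: % viability versus median cells-only luminescence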
sEH act – soluble epoxide hydrolase activators, primary screen, biochemical, human sEH; activation, % at 2 µM; Bifunctional epoxide hydrolase 2 (Homo sapiens), P34913; AID 717, 2007; purified human sEH enzymatic activity, activator screen; 0.04% of 91,000 active; in the data active means activation above about 37%; further: values of inactives mirror those of a sister screen read the other way
An asterisk follows results filed as active; x = no result given; [ ] = another dose, or the depositor's remark. A portion of the library; the hit share may differ from the screen's.

Values in the order – ERa coact pot, Calb biofilm kill, sEH act, ERb coact inh, ERa SRC1 inh, Lung fibro prol, HUVEC inhibit, Smad3 inh, H69AR growth 86K
> COC(=O)c1cn(CC(=O)NC2CCCCCC2)c2ccccc12
 : 117[fluorescence artefact?], 0, -33, 3, 12, 110, 96, -2, 73
> CC(C)NC(=O)CSCc1cccc(Br)c1
 : 126, -4, 0, 0, -5, 107, 90, 8, 93
> O=C(CN1C(=O)COc2ccccc21)NCCN1CCC(Cc2ccccc2)CC1
 : 100, 0, 2, 10, -1, 95, 85, -7, 75
> Cc1ccccc1NC(=O)CC1SC(=NC2CCCCC2)NC1=O (stereo not drawn)
 : 116, 1, x, 2[fluorescence artefact?], 3, 105, 99, -1, 108
> CC(=O)Nc1ccc(S(=O)(=O)NC(CC(=O)NC2CCCCC2C)C(C)C)cc1 (stereo not drawn)
 : 107, 8, -16, -1, 0, 102, 97, 1, 98
> Cn1c(=O)[nH]c(=O)c2c1nc(Br)n2CCSc1nnnn1-c1ccccc1
 : 129, -5, -4, -5, -3, 92, 102, 3[fluorescence artefact?], 79
> CCN(CC)CCN1C(=O)c2oc3ccccc3c(=O)c2C1c1cccc(Br)c1 (stereo not drawn)
 : 127, 4, 2, 0, 8, 101, 101, 4, 37*
> COc1ccc(OC)c(-c2cc(C(=O)NCCN3CCOCC3)no2)c1
 : 94, 5, x, 9, 0, 89, 102, 1, 86
> Cc1nn(C(C)(C)C)c(OC(=O)c2cccs2)c1S(=O)(=O)c1ccccc1
 : 86, 1, -2, -9, -8, x, 79, 4, 74
> COc1nc(N)nc(NC23CC4CC(CC(C4)C2)C3)n1
 : 110, 0, -6, -8, -2, 95, 95, 4[fluorescence artefact?], 92
> Cc1cc(C)cc(-n2nnc(C(=O)NCc3ccccc3Cl)c2N)c1
 : 128, -2, 7, 10, 7[fluorescence artefact?], x, 84, 2, 99
> O=C(CNC(=O)c1ccco1)NCC(=O)OCc1ccccc1Br
 : 118, 8, 7, -3, 2, 91, 101, 14, 93
> COc1ccc(N2CCC(CNC(=O)Nc3ccccc3)C2)cc1 (stereo not drawn)
 : 86, 6, -78, 0, -7, 96, 118, -1, 95
> CCOc1cc2c(cc1OCC)C(c1ccc(O)c(OC)c1)NCC2 (stereo not drawn)
 : 112, 1, x, -5, -10, 106, 101, 6, 76
> CN1CCN(c2cc(=O)n(C3CCCCC3)c(=O)[nH]2)CC1
 : 94[fluorescence artefact?], -14, x, 5[fluorescence artefact?], -12[fluorescence artefact?], 97, 95, -9, 93
> CC(=O)c1cccc(NC(=O)Nc2ccc3c(c2)N(C)C(=O)CS3)c1
 : 92, 6, -30, 6, 20, 93, 34, 5, 24*
> CCN1C(=O)CC(C(=O)Nc2ccc(F)cc2)SC1=Nc1cccc(OC)c1 (stereo not drawn)
 : 97, 2, 14, -2, -4, 90, 106, 1, 102
> CCOC(=O)C1CCN(C(=O)C2CCCCC2)CC1
 : 102, 10, 0, 9, 1, 96, 97, 2, 99
> CSc1ccc(S(=O)(=O)NCc2ccc(C)cc2)cc1
 : 107, 9, 3, -7, -1, 98, 103, 14, 99
> CCOC(=O)C1CCCN(Cc2nc(N)nc(Nc3ccc(Cl)cc3)n2)C1 (stereo not drawn)
 : 98, 6, 2, -6, -4, 97, 101, -4, 97
> CCOC(=O)c1cc2c(s1)-c1c(C)cccc1OC2
 : 103, 7, 24, 5, -1, 98, 112, 2, 92
> Cc1cc(Oc2ccc(-c3ccccc3)cc2)n2ncnc2n1
 : 85, 3, x, -1, -4, 88, 84, 6, 53
> CC1CC(C)CN(CCCNC(=O)CNC(=O)Cn2ccc3ccccc3c2=O)C1 (stereo not drawn)
 : 119, 3, x, -9, 4, 99, 102, 3, 106
> Cc1cccc2cc(C#N)c(SCC(=O)N3CCC(C)CC3)nc12
 : 217*[fluorescence artefact?], 6, -2, 24[fluorescence artefact?], 14[fluorescence artefact?], 92, 82, 15[fluorescence artefact?], 82
> CCOC(=O)c1ccc(Nc2c(CC)c(C)nc3ncnn23)cc1
 : 112, 8, 17, -4[fluorescence artefact?], -8, 96, 110, 5, 95
> COC(=O)c1nc(-n2nc(C)cc2C)ccc1Cl
 : 82, 8, -3, -9, 1, 102, 96, 11[fluorescence artefact?], 99
> Cc1cc(NC(=O)CSCc2nc(-c3cccc(F)c3)oc2C)no1
 : 106, -2, 22, -4, -8, 103, 92, -7, 92
> CCN(CC)C(=O)CCC(=O)Nc1ccc(C(=O)OC)cc1
 : 110, 2, 8, -1, -4, 95, 89, -2, 91
> O=C(CSc1nnc(Cc2cc(=O)[nH]c(=O)[nH]2)n1-c1ccc(F)cc1)N1CCCCC1
 : 109, 13, x, 4, -5, 99, 103, 4[fluorescence artefact?], 99
> CCCCCCNC(=O)c1c(O)c2cccc3c2n(c1=O)CCC3
 : 95, 5, x, 7, -3, 103, 118, 3, 108
> CCC(=O)Nc1ccc2c(c1)ncn2-c1ccccc1
 : 122, 10, 11, 17[fluorescence artefact?], -20, 96, 107, 9, 81
> CC(C)Oc1ccccc1-c1nc(SCC(=O)O)n[nH]1
 : 99, 7, 17, -6, -5, 96, 96, 2[fluorescence artefact?], 95
> Cc1nn(C)cc1C(C(=O)NC1CCCCC1)N(C(=O)Cn1nnc2ccccc21)c1ccc(F)cc1 (stereo not drawn)
 : 96[fluorescence artefact?], 4, -5, -6, -4, 104, 99, -4, 87
> COc1ccc(CCN2CC(C#N)=C3c4cc(OC)c(OC)cc4CCN3C2)cc1OC
 : 106, 10, x, -2, -5, 93, 82, -1, 60
> Cc1nc2ccccc2c(=O)n1/N=C/c1cn(-c2ccccc2)nc1-c1cccs1
 : 146[fluorescence artefact?], 1, 0, 9[fluorescence artefact?], 34, 100, 69, -13, 35*
> O=C(NCc1ccco1)C1CN(S(=O)(=O)c2ccccc2)CCN1S(=O)(=O)c1ccccc1 (stereo not drawn)
 : 105, 2, -19, 19, 33, 94, 92, 1, 61
> CCCOC(=O)C1[C@H]2C(=O)N(CCCOC)C[C@]23C=C[C@H]1O3 (stereo partly drawn)
 : 87, 3, -1, 0, -2, 103, 95, 0, 103
> CCC(=O)N1CCN=C1SCc1ccccc1
 : 118, 4, x, -7, -4, 100, 97, -21, 93
> CN1c2ccsc2C(O)=C(C(=S)Nc2ccccc2)S1(=O)=O
 : 116, 3, 3, -5, 3, 104, 99, 3, 90
> O=C(Nc1cccc(O)c1)C1CCCN1C(=O)OCc1ccccc1 (stereo not drawn)
 : 103, 2, x, -29, -43[fluorescence artefact?], 100, 88, 1, 106

Compounds from the list above that contain a thiophene ring, fused or not:
Values in the order – ERa coact pot, Calb biofilm kill, sEH act, ERb coact inh, ERa SRC1 inh, Lung fibro prol, HUVEC inhibit, Smad3 inh, H69AR growth 86K
> Cc1nn(C(C)(C)C)c(OC(=O)c2cccs2)c1S(=O)(=O)c1ccccc1
 : 86, 1, -2, -9, -8, x, 79, 4, 74
> CCOC(=O)c1cc2c(s1)-c1c(C)cccc1OC2
 : 103, 7, 24, 5, -1, 98, 112, 2, 92
> Cc1nc2ccccc2c(=O)n1/N=C/c1cn(-c2ccccc2)nc1-c1cccs1
 : 146[fluorescence artefact?], 1, 0, 9[fluorescence artefact?], 34, 100, 69, -13, 35*
> CN1c2ccsc2C(O)=C(C(=S)Nc2ccccc2)S1(=O)=O
 : 116, 3, 3, -5, 3, 104, 99, 3, 90

Later entries.
Values in the order – ERa coact pot, Calb biofilm kill, sEH act, ERb coact inh, ERa SRC1 inh, Lung fibro prol, HUVEC inhibit, Smad3 inh, H69AR growth 86K
> O=C(NCCc1ccccc1F)[C@@H]1CSC2c3ccccc3C(=O)N21 (stereo partly drawn)
 : 118, -1, -19, -4, -4, 103, 105, 4, 102
> CC1(C)CC(=O)c2cc(C(=O)N3CCN(CCO)CC3)c(=O)n(-c3ccc(Cl)cc3)c2C1
 : 88, 10, 0, -11, -8, 102, 103, -4, 103
> O=C(NCC1CCCO1)c1cccc(N2C(=O)C3C4C=CC(C4)C3C2=O)c1 (stereo not drawn)
 : 139, 10, 4, -7, -3, 99, 104, 5, 71
> CCn1c(=O)cc(SCC(=O)N2CCN(c3ccccn3)CC2)c2ccccc21
 : 93, 8, x, -12[fluorescence artefact?], -8, 93, 66, 1[fluorescence artefact?], 56
> O=C(Cn1cc(C(=O)C2CC2)c2ccccc21)NC1CCCC1
 : 105, 3, -7, -9, -4, 104, 98, -3, 77
> CCCCOc1ccc(C(=O)Nc2cccc(C)n2)cc1
 : 87, -8, x, -4, -2, 102, 77, -14, 82
> CCCN(CCC)S(=O)(=O)c1ccc(C(=O)Nc2nnc(CSC)o2)cc1
 : 121, 8, -15, -1, -12[fluorescence artefact?], 84, 61, -7, 32*
> Cc1ccc(NC(=O)c2ccc(S(=O)(=O)N3CCCC3)cc2)cc1
 : 104[fluorescence artefact?], 5, -19, -22, -20, 103, 87, 6, 75
> CCOC(=O)C(C)Sc1nc2ccccc2c(=O)n1CC1CCCCC1 (stereo not drawn)
 : 93, 0, 7, 6, -1[fluorescence artefact?], 102, 115, -16, 82
> CCCCCCCC(=O)OC(CN1CCCCC1)CN1CCCC1=O (stereo not drawn)
 : 107, 6, -6, -11, -4, 99, 99, -4, 99
> COc1cccc(Nc2ncnc3c2cnn3-c2cccc(C)c2)c1
 : 110, 1, -2, -36, -28, 97, 85, 5, 82
> Cc1noc(C)c1COc1ccc(C(=O)OCC(=O)Nc2ccc3ccccc3c2)cc1
 : 106, 6, -37, -4, 4, 95, 78, 21, 80
> CCOc1ccc(OCCSc2nc3ccccc3c(=O)[nH]2)cc1
 : 121, 5, 4, 3, 8[fluorescence artefact?], 101, 79, 25[fluorescence artefact?], 88
> CCN(c1cccc(C)c1)S(=O)(=O)c1c(C)[nH]c(=O)[nH]c1=O
 : 96, 1, 1, 18, 1, 100, 100, -10, 101
> O=C(CCC(=O)NC1CC1)Nc1nnc(C2CCCCC2)s1
 : 121, -1, x, 46, -6, 98, 96, 3, 95
> CC1(Cc2ccc3c(c2)OCO3)NC(=O)NC1=O (stereo not drawn)
 : 124, 8, -1, -2, -2, 96, 96, -7, 94
